SUMO1-SIM PPI: modulators of SUMO1 protein-protein interactions, primary screen, biochemical, uHTS | Small ubiquitin-related modifier 1 (Homo sapiens), P63165 | AID 602429, 2012 | SUMO1 binding to a labelled peptide, TR-FRET, 1 h | inhibition, % at 20 µM | 0.33% of 360,000 active; in the data active means inhibition above about 37%
Target sequence (P63165 whole entry, looked up): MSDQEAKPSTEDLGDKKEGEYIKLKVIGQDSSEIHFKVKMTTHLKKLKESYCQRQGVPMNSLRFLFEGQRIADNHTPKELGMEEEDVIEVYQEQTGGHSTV
NadD block: inhibitors of S. aureus NadD, primary screen, biochemical, colorimetric, uHTS; purified NadD enzyme, colorimetric absorbance read-out; 0.78% of 360,000 active; Nicotinate-nucleotide adenylyltransferase NadD (Staphylococcus aureus N315); inhibition, % at 20 µM; in the data active means inhibition above about 26%; further: some compounds past the cut are filed as inactive
DNMT1 block: human DNMT1 methyltransferase inhibitors, primary screen, biochemical, molecular beacon, fluorescence, HinP1I cleavage, uHTS | DNA (cytosine-5)-methyltransferase 1 (Homo sapiens), P26358 | inhibition (reported as % activation of signal), % at 10 µM | 0.83% of 360,000 active; in the data active means inhibition above about 50%
MLLE-PAM2 inh: inhibitors of PABP1 MLLE–PAM2 peptide binding, primary screen, biochemical, fluorescence polarization, FITC-PAM2, GST-MLLE; Polyadenylate-binding protein 1 (Homo sapiens), P11940; inhibition, % at 20 µM; 0.36% of 360,000 active; AID 588489, 2011; in the data active means inhibition above about 35%, passing the limit was not always enough;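 further: plate controls were DMSO wells with GST-MLLE for no effect and wells lacking GST-MLLE protein for full effect; some results filed as inactive read as strong as hits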
CSN inh: inhibitors of CSN-mediated cullin deneddylation, primary screen, biochemical, fluorescence polarization, uHTS | COP9 signalosome complex subunit 5 (Homo sapiens), Q92905 | Purified CSN, SCF-Nedd8-OG deneddylation | inhibition, % at 12.5 µM | 0.38% of 360,000 active | AID 651999, 2013;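 active means pattern-corrected inhibition above about 35%, with an unprinted fluorescence ratio check between 0.5 and 1.5, limit read from the data, passing the limit was not always enough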;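 further: 0% = enzyme with substrate and 100% = substrate without enzyme; some results filed as inactive read as strong as hits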
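Assay system: purified human Csn5 enzyme expressed in HEK293T cells; measure: % inhibition; also added: SCFSkp2-Nedd8OG substrate at 10 nM final; technique: fluorescence polarization; times: reaction 90 min, room temperature; medium: Tris buffer pH 7.5, NaCl, DTT, Tween-20, trehalose, ovalbumin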
Scp1 inh: Scp-1 phosphatase inhibitors, primary screen, biochemical, colorimetric, uHTS; Carboxy-terminal domain RNA polymerase II polypeptide A small phosphatase 1 (Homo …; Recombinant Scp1, phosphopeptide, malachite green phosphate absorbance; inhibition, % at 20 µM; 0.88% of 340,000 active; AID 493091, 2011;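 active means inhibition above about 50% at 20 µM, limit read from the data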;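 further: plate controls were DMSO wells with enzyme for no effect and wells lacking enzyme for full effect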
Target sequence (Q9GZU7 76-261 limits assumed): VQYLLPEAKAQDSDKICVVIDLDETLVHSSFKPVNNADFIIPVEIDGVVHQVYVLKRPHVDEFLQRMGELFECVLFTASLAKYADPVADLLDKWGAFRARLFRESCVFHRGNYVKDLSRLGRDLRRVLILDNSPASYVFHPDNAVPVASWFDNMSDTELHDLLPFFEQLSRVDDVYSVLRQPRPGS
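System: SCP-1 catalytic domain; Reagent: Phospho 17-mer peptide substrate; Doses: one concentration, 20 µM, with 1.0% DMSO; Incubation: 45 min room-temperature reaction, 5 min colour, 30 min stabiliser; Signal: Phosphate-binding colour reagent, absorbance read at 630 nm.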
Rpn11 inh: Rpn11 (PSMD14) deubiquitinase inhibitors, primary screen, biochemical, fluorescence polarization, uHTS | 26S proteasome non-ATPase regulatory subunit 14 (Homo sapiens), O00487 | human 26S proteasome, Ub4-pepOG fluorescence polarization; 20S core pre-blocked with epoxomicin | calls only at 20 µM | 0.59% of 360,000 active;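 active means inhibition at 20 µM, scaled to each plate's controls, above about 33%, limit read from the data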
STEP inh: STEP phosphatase inhibitors, primary screen, biochemical, fluorescence intensity, uHTS; Tyrosine-protein phosphatase non-receptor type 5 (Homo sapiens), P54829; recombinant STEP, OMFP fluorogenic substrate; inhibition, % at 20 µM; 0.25% of 360,000 active;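 active means inhibition at 20 µM, scaled per plate between control wells, above about 37%, limit read from the data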;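 further: 0% = DMSO with enzyme and substrate and 100% = substrate only without enzyme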
Target sequence (P54829 whole entry, looked up): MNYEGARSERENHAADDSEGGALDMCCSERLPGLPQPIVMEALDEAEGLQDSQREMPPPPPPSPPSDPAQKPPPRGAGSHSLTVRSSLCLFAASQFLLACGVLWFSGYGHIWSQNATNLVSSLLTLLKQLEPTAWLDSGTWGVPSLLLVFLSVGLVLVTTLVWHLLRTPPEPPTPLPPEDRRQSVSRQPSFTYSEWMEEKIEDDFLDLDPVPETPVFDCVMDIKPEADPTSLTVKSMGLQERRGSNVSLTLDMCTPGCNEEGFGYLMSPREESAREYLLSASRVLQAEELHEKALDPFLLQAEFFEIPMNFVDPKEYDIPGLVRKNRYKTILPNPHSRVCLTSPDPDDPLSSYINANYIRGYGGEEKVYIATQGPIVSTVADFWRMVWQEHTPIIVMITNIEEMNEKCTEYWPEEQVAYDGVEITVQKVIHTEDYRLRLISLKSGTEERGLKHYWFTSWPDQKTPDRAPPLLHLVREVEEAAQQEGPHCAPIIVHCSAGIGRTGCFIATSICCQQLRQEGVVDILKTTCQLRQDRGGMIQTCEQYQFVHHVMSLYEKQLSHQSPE
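material = STEP tyrosine phosphatase | reagent = fluorogenic phosphatase substrate OMFP at 25 µM final | doses = single compound dose of 20 µM, 1% DMSO final | schedule = 20 min reaction, room temperature, in the dark | measured by = fluorescence, 480/540 nm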
TbMetRS inhib: T. brucei MetRS inhibitors, primary screen, biochemical, luminescence. methionyl-tRNA synthetase (Trypanosoma brucei brucei). purified T. brucei MetRS, ATP depletion, Kinase-Glo luminescence. inhibition, % at 11.9 µM. 0.4% of 360,000 active. AID 624268, 2012;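 active means inhibition above a per-plate cutoff of the control wells' mean inhibition plus 3 SD, cut at about 5.5% in these data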;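 further: 0% = DMSO wells median and 100% = median of wells with control inhibitor compound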
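Test system – parasite MetRS enzyme · Reagent – substrates ATP, L-methionine and bulk Escherichia coli tRNA · Doses – 11.9 µM compound single dose, 0.9% DMSO · Times – 15 min enzyme-compound preincubation, 2 h reaction, 10 min detection, 25 °C · Signal – Kinase-Glo luminescence, ATP depletion format · Controls – DMSO-only wells as low control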
LMPTP block: LMPTP phosphatase inhibitors, primary screen, biochemical, fluorescence intensity, uHTS; inhibition, % at 20 µM; Low molecular weight phosphotyrosine protein phosphatase (Homo sapiens), P24666; 0.22% of 360,000 active; recombinant LMPTP-A, OMFP fluorogenic substrate;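 active means compounds that cut the enzyme signal by at least half of the control window in the single-dose screen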;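 further: plate controls were DMSO wells with enzyme plus substrate for no effect and substrate without enzyme for full effect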
Target sequence (P24666 whole entry, looked up): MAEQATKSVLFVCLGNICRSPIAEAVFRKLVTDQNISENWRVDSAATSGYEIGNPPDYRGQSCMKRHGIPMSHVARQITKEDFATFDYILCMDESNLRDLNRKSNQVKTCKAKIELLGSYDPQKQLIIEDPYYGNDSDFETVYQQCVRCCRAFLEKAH
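Test system: LMPTP-A phosphatase enzyme; input: 0.625 nM LMPTP-A final; reagent: OMFP substrate, 400 µM final; compound dosing: 20 µM single dose, 3% DMSO; incubation: 50 min dark incubation at room temperature; measured by: endpoint fluorescence intensity from OMFP dephosphorylation; measure: % inhibition relative to no-enzyme and uninhibited control wells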
Numbers without * were called inactive; i = inactive; nt = not tested or not shown.

SMILES	SUMO1-SIM PPI	NadD block	DNMT1 block	MLLE-PAM2 inh	CSN inh	Scp1 inh	Rpn11 inh	STEP inh	TbMetRS inhib	LMPTP block
COc1cccc(NC(=O)CN2CCN(c3ccccc3F)CC2)c1	-2.8	4.7	-3.7	1.2	3.2	0.3	i	-1.5	0.1	0.9
O=C(CSc1nnnn1C1CCCC1)Nc1ccc2c(c1)OCO2	0.6	9.6	3.1	-6.3	1.4	0.2	i	-1.1	1.1	0.1
COc1ccccc1N1CCN(C(=O)c2ccc(NC3=NC4CS(=O)(=O)CC4S3)cc2)CC1 (stereo not drawn)	-1.0	-1.4	2.6	-75.1	-2.5	1.5	i	-3.8	-0.9	-0.8
CCCSc1nc(SCC(=O)NCc2ccccc2)c2c3c(sc2n1)COC(C)(CC)C3 (stereo not drawn)	-53.4	10.2	6.2	5.0	-6.3	-4.6	i	-3.5	0.0	1.3
CC(C)N(Cc1cnn(C)c1)C(=O)c1ccc(OC2CCN(Cc3ccccn3)CC2)cc1	-1.7	2.7	1.1	6.4	1.0	-4.7	i	2.3	0.9	-1.1
O=C(CNC(=O)c1ccccc1F)N/N=C/c1cn[nH]c1-c1ccccc1	6.4	3.0	-1.5	-6.0	3.0	1.2	i	-0.9	-0.1	-2.3
CS(=O)(=O)N1CCc2cc(S(=O)(=O)Nc3ccc4oc5c(c4c3)CCCC5)ccc21	0.3	-1.4	-10.1	-1.5	-2.1	-3.8	i	1.8	0.2	2.1
O=C(NCc1ccccn1)C(=O)NCc1ccccn1	-3.3	-0.7	0.1	3.9	0.1	-5.6	i	0.2	-0.5	-0.8
O=C(N/N=C/c1cccc(Oc2ccccc2)c1)c1cccc(Br)c1	1.7	2.5	-6.1	-6.3	-4.0	-13.9	i	7.8	0.3	1.5
COCCn1nnnc1C(c1ccc(OC)c(OC)c1)N1CCN(c2nc3ccccc3s2)CC1 (stereo not drawn)	2.2	-0.3	-1.0	-3.3	0.0	-3.6	i	2.9	-0.2	0.6
O=S(=O)(c1ccccc1)N1CCNc2ccccc21	0.3	2.7	4.1	-3.5	3.6	3.3	i	-2.8	-0.4	0.9
Cc1nn(-c2ccc(F)cc2)c2nc(N)c(C#N)c(-c3cccs3)c12	0.1	3.2	-15.6	-12.7	7.1	13.7	i	1.0	-0.8	1.8
CCc1ccccc1NC(=O)N1CCc2ccccc21	0.6	-5.5	-6.3	11.9	2.1	0.9	i	-3.8	-0.2	-0.6
COC(=O)c1ccc(-n2nnnc2SCC(=O)Nc2ccccc2OC)cc1	1.0	0.2	4.7	-3.1	-1.5	-5.5	i	0.6	0.2	-1.1
OC(c1ccc(F)cc1)(C1CCCCC1)C(CN1CCOCC1)c1ccccc1 (stereo not drawn)	5.3	6.3	0.9	-3.9	1.2	-5.1	i	-1.6	-0.6	0.9
Clc1ccc(-c2nnc(-c3ccco3)nc2N2CCCCC2)cc1	-5.5	11.1	12.4	9.3	0.0	-1.4	i	3.2	0.6	3.9
Cc1cc(Nc2ccccc2)nn1C(=O)c1ccc(Br)cc1	-1.7	-0.4	-6.8	2.5	-4.0	-14.9	i	1.1	-0.9	0.2
O=C(NCCc1ccc(C(F)(F)F)cc1)C1CCC(=O)N(C2CC2)C1 (stereo not drawn)	-4.4	-1.0	-1.6	-3.5	4.7	-7.3	i	-2.1	0.0	-0.4
CCC(C(=O)Nc1ccc(N2CCOCC2)c(S(=O)(=O)Nc2ccccc2OC)c1)c1ccccc1 (stereo not drawn)	0.7	4.4	-10.6	12.3	-0.7	-21.0	i	4.2	-0.3	2.5
Cc1cc(C)c(C(=O)CSc2n[nH]c(=O)n2C2CC2)cc1C	-4.4	-0.3	2.3	-10.9	2.7	-2.2	i	-1.9	-1.1	1.2

A different layout for part of the listing above.
Each structure is followed by: SUMO1-SIM PPI, NadD block, DNMT1 block, MLLE-PAM2 inh, CSN inh, Scp1 inh, Rpn11 inh, STEP inh, TbMetRS inhib, LMPTP block
- COc1ccccc1N1CCN(C(=O)c2ccc(NC3=NC4CS(=O)(=O)CC4S3)cc2)CC1 (stereo not drawn)
→ -1.0, -1.4, 2.6, -75.1, -2.5, 1.5, i, -3.8, -0.9, -0.8
- CS(=O)(=O)N1CCc2cc(S(=O)(=O)Nc3ccc4oc5c(c4c3)CCCC5)ccc21
→ 0.3, -1.4, -10.1, -1.5, -2.1, -3.8, i, 1.8, 0.2, 2.1
- Cc1nn(-c2ccc(F)cc2)c2nc(N)c(C#N)c(-c3cccs3)c12
→ 0.1, 3.2, -15.6, -12.7, 7.1, 13.7, i, 1.0, -0.8, 1.8

Later entries
SMILES	SUMO1-SIM PPI	NadD block	DNMT1 block	MLLE-PAM2 inh	CSN inh	Scp1 inh	Rpn11 inh	STEP inh	TbMetRS inhib	LMPTP block
COc1ccc(CN2CCC(N(CCc3ccccc3)Cc3ccccc3)CC2)c(OC)c1	-1.3	-2.2	3.6	-8.0	4.1	-4.7	i	8.0	-1.0	-0.3
O=C(O)C1CSC(CCc2ccccc2)N1 (stereo not drawn)	1.0	-0.8	-4.5	21.2	1.1	8.8	i	-0.5	-0.2	-0.6
COc1ccc(CNC(=O)CN2C(=O)COc3ccc(S(=O)(=O)N4CCCC4)cc32)cc1	6.1	1.6	-0.9	-5.0	2.5	-1.1	i	-0.8	0.6	-1.6
COc1ccc(Cc2nc(C(=O)NCc3ccccc3OC)cs2)cc1	0.5	-1.0	-3.5	6.9	1.9	-4.8	i	1.9	-0.2	1.8
O=C(N/N=C/c1c[nH]c2ccc(Br)cc12)c1ccn(Cc2ccc(Cl)cc2Cl)n1	0.7	25.2	-15.6	2.6	0.0	1.7	i	-0.3	-0.5	3.1
Cc1cccc(/C(N)=N/OC(=O)Cc2cccc3ccccc23)c1	-1.6	2.0	4.2	-8.3	2.2	0.8	i	1.3	-0.8	2.2
COc1ccc(C(=O)N2CCN(c3cccc(Cl)c3)CC2)c(OC)c1	-0.9	1.6	-5.3	4.5	1.1	-1.8	i	4.0	-1.3	0.1
CC(C)CSc1ncc(-c2cccc(C(F)(F)F)c2)cn1	-0.5	13.7	4.8	4.6	1.6	-9.4	i	3.1	0.1	2.3
C/C(=N\NC(=O)c1cc(-c2cccc([N+](=O)[O-])c2)n[nH]1)c1ccc(F)cc1	-9.9	2.6	2.9	-9.8	0.4	-8.9	i	3.3	0.9	6.7
CC(NC(=O)CN1c2cccc3cccc(c23)S1(=O)=O)c1ccccc1 (stereo not drawn)	-17.1	0.0	-7.0	-14.8	5.2	nt	i	2.5	-0.3	0.2
CCOC(=O)c1c(NC(=O)CN2C(=O)N(C)C3(CCCCC3)C2=O)sc(C(=O)N(C)C)c1C	-3.1	-4.6	1.2	4.4	2.5	-12.0	i	1.3	0.3	0.1
CC1CC(C)CN(Cc2nc3c(c(=O)n(C)c(=O)n3C)n2CCN2CCOCC2)C1 (stereo not drawn)	-2.0	-1.0	-2.0	5.2	1.7	-3.1	i	-0.7	-0.5	-2.0
Cc1cccn2c(=O)nc(SCC(=O)NC3CCCC3)nc12	1.0	-1.5	0.5	-5.6	-6.3	-5.8	i	-0.5	-0.3	0.0
Cc1cc(C)c2c(c1)c(C)cc1nnc(SCC(=O)NCc3ccco3)n12	-2.9	11.5	9.9	-7.6	3.8	25.4	i	1.1	-0.4	1.4
CCOC(=O)CNC(=O)CSc1nnc(-c2ccco2)n1Cc1ccco1	4.0	-0.6	2.8	-78.8	3.2	7.1	i	-0.4	0.6	-1.9
Cc1ccc(S(=O)(=O)NCC2(c3ccccc3)CCOCC2)cc1	-5.3	-11.6	-1.0	9.8	1.8	-19.1	i	-1.6	-0.3	-1.8
CCCCSC1=C(C#N)C(c2ccccc2C)C(C(=O)OCC)C(=O)N1 (stereo not drawn)	-1.5	8.6	1.0	1.5	4.1	-7.2	i	1.2	-0.1	1.0
O=C1CC(SC(=Nc2ccccc2)Nc2ccccc2)C(=O)N1c1cccc2ccccc12 (stereo not drawn)	-1.0	7.3	-5.7	13.9	1.6	-4.2	i	7.3	-0.5	1.0
CCn1c(/C=C/c2c[nH]c3ccccc23)nc2ccccc2c1=O	2.2	-1.3	-9.9	-5.8	3.2	-2.3	i	-3.0	-0.1	-0.9
N#CCCN(NC1=NS(=O)(=O)c2ccccc21)C(=O)c1ccccc1Br	-3.9	-0.7	1.6	5.0	-1.3	-15.6	i	-1.4	0.9	-1.6
COc1ccc(C(=O)C2CCCN(Cc3ccc4nonc4c3)C2)c(C)c1 (stereo not drawn)	-23.6	-4.1	6.0	-14.6	1.1	-7.4	i	-1.6	-0.5	0.2
CCC(C)NCC(=O)Nc1ccc(-c2nc3cc(NC(=O)CNC(C)CC)ccc3o2)cc1 (stereo not drawn)	-1.4	-7.7	-15.8	-4.2	5.5	-4.6	i	-0.2	-0.9	2.4
COc1ccc(NC(=O)C[C@H]2C(=O)N(Cc3ccccc3)C[C@@H]2c2ccc(OC)cc2)cc1	0.1	0.4	0.8	-8.7	1.8	nt	i	-0.2	0.0	-1.3
CCN1CCN(C(=O)CNC(=O)c2nn(-c3ccc(OC)cc3)c(=O)c3ccccc23)CC1	-14.3	-2.5	1.6	3.0	0.2	-5.5	i	-0.5	-0.5	-2.1

Structural class, those above containing a CF3 group.
SMILES	SUMO1-SIM PPI	NadD block	DNMT1 block	MLLE-PAM2 inh	CSN inh	Scp1 inh	Rpn11 inh	STEP inh	TbMetRS inhib	LMPTP block
O=C(NCCc1ccc(C(F)(F)F)cc1)C1CCC(=O)N(C2CC2)C1 (stereo not drawn)	-4.4	-1.0	-1.6	-3.5	4.7	-7.3	i	-2.1	0.0	-0.4
CC(C)CSc1ncc(-c2cccc(C(F)(F)F)c2)cn1	-0.5	13.7	4.8	4.6	1.6	-9.4	i	3.1	0.1	2.3

High-throughput results as filed in PubChem BioAssay.
